CBFb-RUNX1 inh = CBF-beta/RUNX1 interaction disruption; AlphaScreen CBFb-His/RUNX1-biotin binding, biochemical; Potency, µM (highest dose often 59.8 µM), without a hit: at the highest dose activity, negative = inhibition, usual class: inhibitors; 230,000 tested, under 10 active; AID 1477; further: % of control where 0% means no effect
Target sequence (Q01196 whole entry, looked up): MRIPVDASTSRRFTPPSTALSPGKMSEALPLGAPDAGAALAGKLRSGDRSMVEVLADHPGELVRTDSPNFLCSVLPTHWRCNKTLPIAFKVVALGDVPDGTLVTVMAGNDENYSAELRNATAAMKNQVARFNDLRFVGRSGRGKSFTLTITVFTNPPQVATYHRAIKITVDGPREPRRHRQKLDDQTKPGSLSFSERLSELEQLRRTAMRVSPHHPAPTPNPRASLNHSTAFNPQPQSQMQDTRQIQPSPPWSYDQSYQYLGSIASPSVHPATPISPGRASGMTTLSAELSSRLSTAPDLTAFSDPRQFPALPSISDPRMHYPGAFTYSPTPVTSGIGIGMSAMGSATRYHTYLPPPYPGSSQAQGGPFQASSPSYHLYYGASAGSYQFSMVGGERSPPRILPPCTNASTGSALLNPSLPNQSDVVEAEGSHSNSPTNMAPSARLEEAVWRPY
Target sequence (Q13951 whole entry, looked up): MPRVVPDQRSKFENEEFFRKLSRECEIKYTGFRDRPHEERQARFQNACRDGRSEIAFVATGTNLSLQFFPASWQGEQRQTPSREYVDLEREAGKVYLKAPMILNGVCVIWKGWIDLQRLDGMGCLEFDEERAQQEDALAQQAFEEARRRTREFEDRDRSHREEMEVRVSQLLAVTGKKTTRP
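Bead-based AlphaScreen assay; binding partners His-tagged CBF-beta and biotinylated RUNX1 at 30 nM each. Compound exposure 15 min after a 20-min protein preincubation; bead step 90 min; all steps at room temperature.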
NPSR antag = antagonists of human neuropeptide S receptor cAMP signaling | CHO-NPSR cells, cAMP TR-FRET, antagonist mode | Potency, µM (top dose mostly 38.3 µM), for the others: at the highest dose activity change, negative = inhibition, hits mostly inhibitors | hit rate 1% among 220,000 | AID 1461; further: potency means the concentration at half of the fitted maximal effect; on the % scale 0 is the no-effect control and ±100 the full control effect; nearly all actives have a fitted effect of over 50% in size; many of its hits are not listed in these tables
Target sequence (Q6W5P4 whole entry, looked up): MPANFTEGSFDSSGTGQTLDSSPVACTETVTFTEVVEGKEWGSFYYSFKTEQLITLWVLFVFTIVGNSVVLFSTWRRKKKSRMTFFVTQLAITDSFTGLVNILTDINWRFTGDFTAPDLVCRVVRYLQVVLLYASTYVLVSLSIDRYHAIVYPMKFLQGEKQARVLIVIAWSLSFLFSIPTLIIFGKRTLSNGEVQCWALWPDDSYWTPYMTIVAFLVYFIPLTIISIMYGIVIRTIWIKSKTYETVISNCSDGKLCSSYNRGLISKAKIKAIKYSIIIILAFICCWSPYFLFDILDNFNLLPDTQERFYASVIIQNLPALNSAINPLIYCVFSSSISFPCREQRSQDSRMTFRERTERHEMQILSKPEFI
L3MBTL1 block = blocks human L3MBTL1; hit rate 0.66% among 230,000; AlphaScreen L3MBTL1–H3K9me1 peptide binding; Potency, µM (series often up to 57.1 µM), for inactives: top-dose activity, negative = inhibition, most hits filed as inhibitors; further: potency means the concentration at half of the fitted maximal effect; on the % scale 0 is the no-effect control and ±100 the full control effect; nearly all actives have a fitted effect of over 60% in size
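Displacement of a biotinylated histone H3(1-15) peptide monomethylated at Lys9 (75 nM) from L3MBTL1 (50 nM) was measured by AlphaScreen after a 30 min room-temperature compound incubation; cefsulodin titration served as intraplate control.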
Luc counter = Kinase-Glo luciferase inhibition (counter-screen); Q27757; Kinase-Glo luciferase, ATP luminescence, 8 min; Potency, µM (top dose mostly 38.3 µM), without a hit: at the highest dose activity change, negative = inhibition, usual class: inhibitors; hit rate 0.28% among 200,000; AID 1379; further: potency means the concentration at half of the fitted maximal effect; on the % scale 0 is the no-effect control and ±100 the full control effect; nearly all actives have a fitted effect of over 60% in size
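Light output from Kinase-Glo luciferase with luciferin and 10 uM ATP in 50 mM imidazole pH 7.2, KCl, MgCl2, Tween 20, BSA; compound pin-delivered, 8-min ambient incubation, then luminescence read.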
IMPase Li inh = cell-permeable IMPase inhibitors with lithium potentiation; CHO-M1 cells, IP1 TR-FRET (IP-One), carbachol + lithium; Potency, µM (series often up to 59.4 µM), for inactives: at the highest dose activity, negative = IMPase inhibition, usual class: inhibitors; hit rate 0.35% among 210,000; AID 1457;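 further: IP1 builds up when IMPase is blocked and the TR-FRET signal falls; potency means the concentration at half of the fitted maximal effect; plate controls were basal vehicle for no effect and high inhibitor control for full effect; nearly all actives have a fitted effect of over 50% in size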
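CHO-M1, 2000 cells/well, 16–30 h culture; cpd + low Li+, 30 min 37C; lysis with d2-IP1/Eu-anti-IP1 Ab, 10 min RT; TR-FRET 665/620 ratio and 620 channel; AC50 via Hill.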
Epigenetic derep = regulators of epigenetic silencing causing reporter derepression in mouse cells; murine LDR cells, GFP reporter derepression, 30 h; Potency, µM (titrated, usually from 53.9 µM), without a hit: at the highest dose GFP activation, most hits filed as activators; hit rate 0.2% among 280,000; further: potency means the concentration at half of the fitted maximal effect; % of control where 0% means no effect; nearly all actives have a fitted effect of over 60% in size
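Murine LDR cells bearing a silenced CMV-driven GFP reporter were exposed to compound for 30 h at 37 C. After PBS washes, GFP-positive cells (20-120 um objects) counted by laser-scanning microplate cytometry.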
HttQ103 aggreg = inhibitors of mutant huntingtin aggregate formation in PC12 cells | Potency, µM (series often up to 46.1 µM), without a hit: top-dose activity change, negative = inhibition, actives largely listed as inhibitors | hit rate 1.1% among 220,000 | PC12 HttQ103-GFP aggregates, Acumen cytometry, 40 h; further: potency means the concentration at half of the fitted maximal effect; on the % scale 0 is the no-effect control and ±100 the full control effect; nearly all actives have a fitted effect of over 60% in size
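Read-out: GFP aggregate count by laser scanning cytometer (488 nm excitation, 500-530 nm emission, 1–25 µm objects >6 SD above background). Cells: PC12, inducible HTTex1-Q103-GFP, 100 nM tebufenozide; compounds titrated.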
* = called active by the depositor; ? = inconclusive; . = not tested or not shown; & = joins results of further samples; [ ] = another dose, or the depositor's remark. The call rests on the fitted dose curve; in most records, active means well fitted curve in the direction sought with a large enough effect; inconclusive means small, poorly fitted or top-dose-only effect, or another doubt; inactive means no such curve, though single readings can be large; an effect the other way counts as inactive or inconclusive. An excerpt; rates above refer to the full screens.

SMILES | CBFb-RUNX1 inh | NPSR antag | L3MBTL1 block | Luc counter | IMPase Li inh | Epigenetic derep | HttQ103 aggreg
COC(=O)C(NC(C)=O)(Nc1cccc(C)n1)C(F)(F)F (configuration not stated) | 2.0% | -22.6% | 4.3% | . | . | -1.7% | 6.0%[9.22 µM]
c1ccc(-c2nc(-c3ccco3)n3ccccc23)cc1 | 3.6% | ? | -27.6% | -8.2% | 3.7% | 0.1% | -3.6%
Cc1cc2cc(C(c3nnnn3C3CCCC3)N(Cc3cccnc3)Cc3ccco3)c(=O)[nH]c2cc1C (configuration not stated) | 1.3% | -17.1%[46.1 µM] | . | -3.0% | 20.2%[38.3 µM] | -0.7% | -16.6%
O=C(Nc1ncc(Cc2cccc(Cl)c2)s1)c1ccc([N+](=O)[O-])cc1 | -3.7% | -12.0% | 3.8% | 0.2% | 16.8% | 1.0% | -2.3%
Cc1cccc(NC(=O)CCC(=O)NCCO)c1 | 24.8% | 0.3%[46.1 µM] | -1.1% | -0.3% | -14.2% | 0.0% | -16.1%
COc1cc(C2=N/C(=C\c3ccccc3)C(=O)O2)cc(OC)c1OC | 8.0% | . | . | 5.0% | 6.9% | 0.8% | .
Cn1c(N)c(C(=O)CSc2nc3ccccc3c(=O)n2Cc2ccccc2)c(=O)n(C)c1=O | 2.7% | 2.6% | 6.5% | . | . | 0.9% | -3.5%[9.22 µM]
CC(=O)NNc1nc(-c2ccc(C)cc2)cs1 | -0.7% | 16.5% | -3.7% | -1.4% | -4.0% | -1.4% | 26.7%
COc1cccc(C(=O)Nc2c(F)cccc2F)c1 | -2.5% | 10.2% | -3.7% | . | -6.4% | -1.2% | -15.2%[9.22 µM]
COc1cc(-c2nc(-c3ccc(NC(=O)c4ccc5c(c4)OCO5)cc3)no2)cc(OC)c1OC | 2.4% | 18.6%[46.1 µM] | . | -9.3% | ? | 3.6% | -1.5%
O=C(N/N=C/c1cccs1)c1cc(-c2ccncc2)nc2ccccc12 | -21.7% | 13.3% | 1.8% | -5.7% | 7.2% | 2.1% | -5.7%
Cc1cccc(N(Cc2cc3ccccc3[nH]c2=O)S(C)(=O)=O)c1 | -4.5% | 1.1% | . | . | -3.2% | -1.9% | -0.7%
Cc1cccc(C(=O)O/N=C(\N)c2ccc(Br)cc2)c1 | 12.7% | -7.3%[46.1 µM] | . | -7.6% | 26.5%[38.3 µM] | -1.0% | 8.1%
COc1cc(NC(=O)Nc2cccc(C(C)=O)c2)cc(OC)c1OC | 10.4% | -15.3%[46.1 µM] | -3.1% | 4.1% | 6.6%[38.3 µM] | 0.0% | 24.9%
COc1ccc(CC2(CO)CCN(S(=O)(=O)c3c(C)nn(C)c3C)CC2)cc1 | 1.6% | -7.3% | 8.5% | -1.2% | -0.3% | 2.9% | -11.3%[9.22 µM]
COCCn1c(CNc2ccc(F)cc2)nnc1SCC(=O)Nc1ccc(OC)cc1OC | -1.6% | -12.4%[46.1 µM] | . | -4.1% | -14.6%[38.3 µM] | -0.7% | 9.5%
Cc1nc2ccccc2n1-c1ccccc1 | 2.8% | -5.2%[46.1 µM] | 1.8% | 2.3% | 6.4%[38.3 µM] | 0.8% | ?
C/C(=N\NC(=O)c1ccc(N2CCCC2=O)cc1)c1ccncc1 | 3.3% | 0.6% | . | . | . | 0.0% | -9.2%[9.22 µM]
CCOc1ccccc1NC(=O)C1CCN(S(=O)(=O)c2ccc(OC)c(OC)c2)CC1 | -13.1% | -23.1%[46.1 µM] | -10.0% | 2.0% | -23.0%[38.3 µM] | -2.8% | -1.8%[9.22 µM]
CSCC[C@H](NC(=O)c1ccc(Cl)c(S(=O)(=O)N2CCCC2)c1)c1nc2ccccc2[nH]1 | -1.5% | ? | -22.1% | . | . | -0.8% | -3.7%
Cc1[nH]c2ccccc2c1/C=C/c1cc[n+](C)cc1 | -3.7% | 10µM* | 3.4% | -2.7% | 42.3%[activator][38.3 µM] | 14.1µM* | ?
Cc1cc(NC(=O)c2cc(-c3cccs3)on2)no1 | 5.2% | -0.4%[46.1 µM] | 9.1% | . | . | 2.8% | 7.08µM*
Cn1c(Cn2cnc(Cl)c2Cl)nc2ccccc21 | 3.1% | -9.4%[46.1 µM] | 0.6% | -5.3% | -0.5%[38.3 µM] | 5.6% | 8.0%[9.22 µM]
CCCOc1ccc(C(=O)CCC(=O)OCC(=O)Nc2ccc(Oc3ccccc3)cc2)cc1 | 4.4% | -11.5%[46.1 µM] | -2.9% | . | . | -0.9% | ?
C=C(C)COc1ccc(-c2[nH]ncc2-c2ccc(OC)c(OC)c2)c(O)c1 | -7.5% | -14.2%[46.1 µM] | -12.9% | 1.1% | -3.5% | 0.0% | -31.3%
Cc1cccc(CSc2nnc(CCCCCNC(=O)OC(C)(C)C)o2)c1 | ? | -43.2% | 14.6% | . | . | 3.3% | 5.9%[9.22 µM]
Cc1ccc(N2CCN(CCc3nc4cc(NS(C)(=O)=O)ccc4n3C)CC2)cc1 | 0.4% | 0.5%[46.1 µM] | -5.8%[11.4 µM] | -1.2% | 36.9%[activator][38.3 µM] | 0.0% | -12.4%
CCOc1cc(CNCc2ccncc2)cc(Cl)c1OC | 3.0% | 11.0% | 6.1% | 0.0% | 8.7% | -1.2% | -8.4%
COc1ccc2c(c1)CCC1[C@@H]2CCC2(C)[C@@H](NCCCCCCN3C(=O)C=CC3=O)CC[C@@H]12 (some centres not stated) | 2.1%[21.7 µM] | . | . | -1.1% | 13.1% | 9.6% | .
COc1cc2c(cc1OC)C(C)N(C(=O)c1cccs1)CC2 (configuration not stated) | -2.3% | -3.0% | -2.3% | 1.1% | 6.8% | 2.4% | 15.2%[9.22 µM]

Three compounds from above, sorted by the number in IMPase Li inh, high to low:
| SMILES | IMPase Li inh |
| --- | --- |
| COc1ccc2c(c1)CCC1[C@@H]2CCC2(C)[C@@H](NCCCCCCN3C(=O)C=CC3=O)CC[C@@H]12 (some centres not stated) | 13.1% |
| CCOc1cc(CNCc2ccncc2)cc(Cl)c1OC | 8.7% |
| C=C(C)COc1ccc(-c2[nH]ncc2-c2ccc(OC)c(OC)c2)c(O)c1 | -3.5% |

(listing goes on)
SMILES | CBFb-RUNX1 inh | NPSR antag | L3MBTL1 block | Luc counter | IMPase Li inh | Epigenetic derep | HttQ103 aggreg
COc1cc(C(=O)Nc2nc(C)cc(C)n2)cc(OC)c1OC | 4.9% | -9.6%[7.67 µM] | 8.6% | . | . | -1.4% | 13.2%[9.22 µM]
CC1CCCN(CCOCCOc2ccc(Cl)cc2Br)C1 (configuration not stated) | 8.2% | 11.8%[46.1 µM] | -3.6% | -1.5% | 25.4%[38.3 µM] | 0.0% | -8.9%
O=C(O)C1=C(OCc2ccccc2)C(=O)NCC1 | -12.1% | 9.2% | 16.2% | 1.9% | 5.6% | 0.9% | -4.8%
COc1ccc(/C=N/NC(=O)CC2N=C(Cc3ccccc3)NNC2=O)cc1OC (configuration not stated) | 5.2% | 9.8% | -3.9% | 0.7% | -2.1% | -7.3% | 10.0%
Clc1ccc(CN(CC2CCCO2)C(c2cccs2)c2nnnn2C2CCCC2)cc1 (configuration not stated) | 1.2% | ? | 1.2% | -0.7% | 14.0%[38.3 µM] | -1.2% | -7.5%
Cc1ccc(C)c(C(=O)Cn2ncc(Cl)c(Cl)c2=O)c1 | 6.2% | ? | . | -11.0% | 20.0%[38.3 µM] | 1.0% | ?
CCn1c(CCNC(=O)c2cccs2)n[nH]c1=S | 18.0% | 16.5% | 24.7% | 1.0% | 2.3% | 0.0% | ?
Cc1ccc(N(Cc2cc3ccc(C)cc3[nH]c2=O)C(=O)c2ccco2)c(C)c1 | -0.5% | 35.3% | -5.3% | . | . | -2.4% | 0.3%[9.22 µM]
Cc1nnc(N/N=C/c2c(Cl)cccc2Cl)n1N | 0.2% | 7.5% | -15.4% | 0.7% | -4.7% | 8.0% | 10.0%[9.22 µM]
Cc1nc(N2CCOCC2)[nH]c(=O)c1C | -4.2% | 18.3% | . | 0.5% | -2.4% | -1.0% | 10.8%
Cc1ccc(C)c(N2CCN(C(=O)c3cc4sccc4n3C)CC2)c1 | -24.4% | -21.5%[46.1 µM] | -27.6% | 0.0% | 13.0%[38.3 µM] | -1.2% | -22.4%
NC(=O)N=Nc1c2[nH]c3ccccc3nc-2c2ccccc12 | 0.8% | -21.3% | -4.2% | . | . | 2.1% | 14.5%[9.22 µM]
NC(=O)CCn1ccc2ccccc21 | 9.1% | 25.0% | . | -1.7% | -1.6% | -7.8% | -5.6%
COC(CNC(=O)CNC(=S)N(CCCN1CCOCC1)Cc1cccs1)OC | 2.4% | 6.3% | 4.2% | 0.1% | -3.3% | -4.5% | 10.4%
OCCNc1nc2ccccc2n1CCN1CCCCC1 | 3.2% | -7.7%[46.1 µM] | -10.5% | -2.0% | 1.8% | -2.0% | -15.6%
COc1ccc(/C=C/c2ccccc2)cc1[C@H]1[C@H]2C=CC[C@@H](C)[C@@H]2C(=O)N1Cc1ccccc1 | 13.4% | -47.3% | . | . | . | -0.7% | -26.3%[9.22 µM]
Cc1cc(C)n2nc(C(=O)OCC(=O)N(CC(C)C)CC(C)C)nc2n1 | 5.2% | 14.4% | 7.5%[11.4 µM] | 0.4% | 7.6% | 0.9% | 26.4%
COc1ccc(OC)c(C2/C(=C(\O)c3ccc(OC)c(Cl)c3)C(=O)C(=O)N2CCN(C)C)c1 (configuration not stated) | 5.2% | -0.8%[46.1 µM] | 0.6% | -1.8% | -13.1%[38.3 µM] | -1.1% | -11.1%
O=C(Nc1ccc(OCC(=O)N2CCN(S(=O)(=O)c3ccccc3)CC2)cc1)c1ccco1 | -2.9% | -14.6%[46.1 µM] | . | -6.7% | 25.4%[38.3 µM] | -1.0% | 5.2%
Cc1cc2nc3c(=O)[nH]c(=O)nc-3n(CC(O)C(O)C(O)CO)c2cc1C (configuration not stated) | -1.6% | . | . | -2.2%[39.9 µM] | -4.7%&6.1%&-5.3%&-25.1% | 1.5% | ?
COc1nccc(C(F)(F)F)c1C(=O)NC(=O)Nc1ccccc1 | 13.0% | 6.1% | 5.4% | . | . | -1.3% | -9.7%[9.22 µM]
O=C(Cn1nnc2ccccc21)NC1CCCCC1 | 3.4% | -0.5%[46.1 µM] | 3.3% | -6.0% | -3.3%[38.3 µM] | -0.9% | -2.0%
COc1cccc(OCCn2cc(C(=O)c3ccco3)c3ccccc32)c1 | 11.5% | ? | -14.9% | -0.8% | 18.0%[38.3 µM] | 0.0% | -26.3%
N/C(CCCN1CCCCC1)=N/O | 4.9% | -3.9%[46.1 µM] | . | -4.8% | 11.5%[38.3 µM] | 1.0% | 1.2%

Screening data from PubChem.
